Vif-APOBEC3G blk: qHTS for Inhibitors of Vif-A3G Interactions: qHTS | DNA dC->dU-editing enzyme APOBEC-3G (Homo sapiens), Q9HC16 | HeLa A3G-eYFP + Vif (tagged APOBEC3G with the HIV-1 protein that degrades it), YFP fluorescence, overnight | Potency, µM (doses to about 46.1 µM), without a hit: at the top dose activity, negative = active, hits mostly inhibitors | actives 0.076% (n = 410,000) | AID 602310, 2012;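 note: potency is the fitted concentration of half-maximal effect; % is set by controls: 0 for no effect and ±100 for the full control effect; nearly all actives have a fitted effect of over 60% in size; hits raise eYFP signal because A3G escapes Vif-driven loss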
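Read-out is eYFP fluorescence (Ex 488/Em 500-530) from Vif-expressing HeLa A3G-eYFP cells; more signal means A3G escaped Vif-mediated degradation. Cells plated overnight, compound pinned in, incubated overnight at 37 deg C.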
Vif-A3F inh: qHTS for Inhibitors of Vif-A3F Interactions: qHTS. HeLa A3F-eYFP + Vif (tagged APOBEC3F with the HIV-1 protein that degrades it), YFP fluorescence increase. Potency, µM (doses to about 46.1 µM), for inactives: at the highest dose activity, negative = active. actives 0.2% (n = 390,000). AID 602313, 2012; note: potency is the fitted concentration of half-maximal effect; % of control where 0% means no effect; nearly all actives have a fitted effect of over 65% in size
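Fluorescence increase (Ex 488/Em 500-530) after overnight compound treatment at 37 deg C flags inhibition of Vif-driven A3F-eYFP loss in stable HeLa A3F-eYFP/Vif cells seeded overnight beforehand.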
D1 PAM: Potentiators of Human D1 Dopamine Receptor: qHTS; D(1A) dopamine receptor (Homo sapiens), P21728; HEK293 TREx D1 cells, calcium flux, dopamine EC20 potentiation; actives 0.036% (n = 360,000); AID 504651, 2011; potentiation, % at 10 µM; in the data active = potentiation above about 30%; note: 0% is about no effect
Target sequence (P21728 whole entry, looked up): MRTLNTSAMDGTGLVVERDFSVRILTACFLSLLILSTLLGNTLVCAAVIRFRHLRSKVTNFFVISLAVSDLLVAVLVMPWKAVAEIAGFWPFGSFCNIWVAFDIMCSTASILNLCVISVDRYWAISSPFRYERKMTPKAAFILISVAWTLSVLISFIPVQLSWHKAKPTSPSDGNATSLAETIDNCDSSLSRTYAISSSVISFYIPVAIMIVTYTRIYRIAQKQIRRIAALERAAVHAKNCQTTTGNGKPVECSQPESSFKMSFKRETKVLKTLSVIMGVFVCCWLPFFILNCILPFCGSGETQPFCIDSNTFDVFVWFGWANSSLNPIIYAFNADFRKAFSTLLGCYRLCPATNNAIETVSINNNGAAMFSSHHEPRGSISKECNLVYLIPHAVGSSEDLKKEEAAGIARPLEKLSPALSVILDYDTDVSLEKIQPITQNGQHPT
LDHA block: qHTS assay for inhibitors of human lactate dehydrogenase; L-lactate dehydrogenase A chain (Homo sapiens), P00338; purified LDHA, NADH/diaphorase-resazurin fluorescence; stronger effect = lower value; activity change, % (values are at about 110 or 230 µM); actives 0.15% (n = 480,000); in the data active = activity change below about -30%; inconclusive = mostly about -25% to -30%;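 note: plate controls were DMSO wells for no effect and wells without enzyme for full effect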
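Resorufin fluorescence (ex540/em590), read at 0 and 20 min after diaphorase/resazurin addition, reports the NADH left after a 5 min room-temperature reaction of 2 nM human LDH5 with 0.06 mM NADH and 0.2 mM pyruvate.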
RXFP1 ag: qHTS Assay for Agonists of the Relaxin Receptor RXFP1; AID 2676, 2010; Potency, µM (titrated, usually from 57.5 µM), for the others: at the top dose activation, usual class: activators; Relaxin receptor 1 (Homo sapiens), Q9HBX9; HEK293T-RXFP1 cAMP TR-FRET, 30 min; response scale: percent of porcine relaxin response, buffer zero; actives 0.3% (n = 370,000); note: potency is the fitted concentration of half-maximal effect; % is set by controls: 0 for no effect and ±100 for the full control effect; nearly all actives have a fitted effect of over 60% in size; many of its hits are not listed in these tables
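cAMP rise read by TR-FRET after 30 min, 37C compound exposure (up to 58 uM) in RXFP1-transfected HEK293 cells with Ro 20174 present. EC50 from Hill-equation fits, with 29 nM porcine relaxin as 100% and buffer as basal.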
GRP78 ERSR act: qHTS for Inducers of the Endoplasmic Reticulum Stress Response (ERSR) in Human Glioma: qHTS; U87-MG GRP78 promoter luciferase reporter, 16 h; Potency, µM, inactives show top-dose activation, actives largely listed as activators; actives 0.02% (n = 420,000); AID 602332, 2012; note: potency is the fitted concentration of half-maximal effect; series mostly up to about 76 µM; % of control where 0% means no effect; nearly all actives have a fitted effect of over 35% in size
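ERSR induction read as luciferase luminescence (Bright-Glo, 10 min at room temperature) in stably transfected human U87-MG glioma cells exposed to compounds for 16 h, using GRP78 as sensor.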
D1 antag: Antagonist of Human D 1 Dopamine Receptor: qHTS; D(1A) dopamine receptor (Homo sapiens), P21728; HEK293 TREx D1 cells, calcium flux, dopamine EC80; stronger effect = lower value; activity change, negative = inhibition, % at 10 µM; actives 3.2% (n = 360,000); in the data active = activity change below about -30%; note: % is set by controls: 0 for no effect and ±100 for the full control effect
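Cells carrying a force-coupled, tetracycline-inducible human D1 receptor report calcium flux. Each well gets a 10 s baseline, compound with 180 s monitoring, then an EC80 dopamine stimulus with a second 180 s kinetic read.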
D1 agonist: Allosteric Agonists of the Human D1 Dopamine Receptor: qHTS. AID 504660, 2011. activation, % at 2 µM. actives 1% (n = 360,000). HEK293 T-REx D1 cells, calcium flux, agonist mode; in the data active = activation above about 30%; note: 0% is about no effect
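Agonism was scored from calcium flux recorded over 180 s (1 read/s) after pintool compound addition, following a 10-cycle baseline. Cells were inducible force-coupled HEK293 TREx D1, plated overnight at 30 C and loaded with no-wash calcium dye.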
D2 potentiator: HTS Assay for Positive Allosteric Modulators of the Human D2 Dopamine Receptor: Primary Screen for Potentiators; D(2) dopamine receptor (Homo sapiens), P14416; HEK293 T-REx D2, calcium flux, EC20 dopamine potentiation; potentiation, % at 10 µM; actives 0.34% (n = 340,000);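 active = potentiation over 3 SD above the plate norm, cut at about 30% in these data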; note: 0% is about no effect
Target sequence (P14416 whole entry, looked up): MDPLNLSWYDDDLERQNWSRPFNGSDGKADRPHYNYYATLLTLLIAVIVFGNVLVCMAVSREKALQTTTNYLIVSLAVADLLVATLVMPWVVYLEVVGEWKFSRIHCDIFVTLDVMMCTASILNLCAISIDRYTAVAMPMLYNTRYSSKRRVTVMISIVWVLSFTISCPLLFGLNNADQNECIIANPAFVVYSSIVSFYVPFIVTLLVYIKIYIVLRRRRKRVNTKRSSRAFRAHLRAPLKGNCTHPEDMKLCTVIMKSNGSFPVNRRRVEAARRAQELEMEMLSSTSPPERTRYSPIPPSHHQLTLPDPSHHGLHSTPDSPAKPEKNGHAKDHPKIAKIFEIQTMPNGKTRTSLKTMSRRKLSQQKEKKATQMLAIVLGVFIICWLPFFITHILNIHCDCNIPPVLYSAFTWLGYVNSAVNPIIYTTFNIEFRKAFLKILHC
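Tetracycline-induced Hek293 Trex D2 cells, force-coupled to calcium, loaded with no-wash calcium dye. Compound added with 180 s kinetic read for agonism, then EC20 dopamine and a further 180 s read for potentiation.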
Numbers without * were called inactive; ? = inconclusive; · = not tested or not shown; & = joins results of further samples. Unless noted, calls come from the whole dose curve; as a rule, active = well fitted curve in the direction sought with a large enough effect; inconclusive = small, poorly fitted or top-dose-only effect, or another doubt; inactive = no such curve, though single readings can be large; an effect the other way counts as inactive or inconclusive.

SMILES | Vif-APOBEC3G blk | Vif-A3F inh | D1 PAM | LDHA block | RXFP1 ag | GRP78 ERSR act | D1 antag | D1 agonist | D2 potentiator
Brc1ccc(Cn2c(-c3ccc(Br)o3)nc3ccccc32)o1 | -11% | ? | -1 | -1 | 2.5% | 6% | -2 | 6 | 8
O=C(O)c1cc(S(=O)(=O)N(Cc2ccccc2)c2ccccc2)ccc1Cl | 0% | -3% | -6 | -2 | -5.1% | -3% | 12 | 1 | 7
COc1ccc(CN2CCNC(=O)C2CC(=O)NCc2cn3ccc(C)cc3n2)c(OC)c1 (centres undefined) | -11% | -11% | -8 | 6 | 0.0% | -3% | 1 | 1 | 18
CN(CC(=O)Nc1ccc(F)c(F)c1F)C(=O)C1CCC1 | 0% | -6% | -2 | -4 | 1.8% | -1% | -12 | 4 | -3
CC(=O)OC1CCC2(C)C(CCC3C4CC=C(C(C)=O)C4(C)OC(=O)CC32)C1 (centres undefined) | -8% | 6% | · | -1 | · | -14% | · | · | ·
Cc1cccc(N2CCN(S(=O)(=O)c3cccc4nonc34)CC2C)c1 (centres undefined) | 0% | -20% | 0 | 1 | 0.5% | -3% | -2 | 2 | 6
CCOc1cc(C2Nc3ccccc3NC3=C2C(=O)CC(C)(C)C3)ccc1O (centres undefined) | 2% | -7% | 0 | 13 | -3.9% | -3% | 11 | 4 | 4
Fc1ccccc1/C=N/n1cnnc1 | 0% | 0% | -3 | -10 | 0.5% | -1% | -4 | 1 | 6
Cc1cc2c(cc1C)CSC(c1ccccc1O)SC2 | -21% | 8% | -9 | -2 | 1.8% | 6% | -6 | 3 | -4
Cc1ccc(C)c(NC(=O)CN(C)C(=O)[C@@H](NC(N)=O)C(C)C)c1 | 0% | -3% | -1 | -9 | -3.0% | -2% | 4 | 1 | 3
CCn1c(C(C)NC(=O)c2ccc(Cl)cc2)n[nH]c1=S (centres undefined) | 0% | -7% | -4 | -9 | 2.3% | -3% | 17 | 7 | 9
O=C(c1cccc(NC2=NC3CS(=O)(=O)CC3S2)c1)N1CCN(c2ncccn2)CC1 (centres undefined) | -1% | -11% | -7 | -4 | 5.0% | -1% | 1 | 0 | ·
O=C(CSc1nc2ccc(Cl)cc2[nH]1)NCc1ccco1 | -2% | -37% | 5 | 2 | -0.2% | -1% | -10 | -1 | -2
COc1ccc(N2CC(NC(=O)C3CC3)CC2=O)cc1 (centres undefined) | 5% | -5% | -1 | -2&-5 | -3.0% | 1% | · | 2 | 6
CCC(NC(=S)NCc1ccccc1)C(=O)O (centres undefined) | -2% | 3% | -3 | 7 | 0.3% | 0% | -8 | 2 | -3
Cc1ccc(NC(=S)NC(C)(C)C)c([N+](=O)[O-])c1 | 2% | -20% | -3 | -7 | 3.9% | 7% | -17 | 4 | 2
Cc1noc(C)c1S(=O)(=O)NCCc1csc2nc(-c3ccc(Cl)cc3)nn12 | -10% | 1% | -3 | -3 | 1.0% | -4% | · | 16 | -8
CCN(CCCNC(=O)c1cc2cc3ccc(OC)cc3nc2s1)c1cccc(C)c1 | -24% | ? | 3 | 0 | 6.9% | 0% | -5 | 2 | 18
CCc1nnc(NC(=O)CSc2nc3cc4c(cc3cc2C)OCCO4)s1 | -4% | -11% | -4 | 3 | ? | -5% | -9 | 2 | 8
CCOc1ccc(NC(=O)C2CCC(CNS(=O)(=O)c3ccc4c(c3)CCCC(=O)N4)CC2)cc1 (centres undefined) | 6% | -2% | 2 | -3 | 0.8% | -4% | 3 | 1 | 12
COc1ccc(Cl)cc1NC(=O)COC(=O)/C=C/c1c(C)nn(C2CCS(=O)(=O)C2)c1Cl (centres undefined) | -14% | 10% | -5 | 3 | 3.8% | 1% | -13 | 4 | -12
Cn1c(=O)oc2cc(S(=O)(=O)NC(CC(=O)O)c3cccc(Br)c3)ccc21 (centres undefined) | 3% | -2% | -1 | -5 | 1.9% | -1% | 4 | 2 | -3
CCOc1ccc(CCNC(=O)COC(=O)c2ccncc2)cc1OCC | 0% | -1% | · | -4 | · | -3% | · | · | ·
CCOC(=O)c1c(S(=O)(=O)N2CCCC(C(=O)Nc3ccc(OCC)cc3)C2)c(C)n(C)c1C (centres undefined) | -1% | -9% | 0 | -4 | 5.7% | 1% | 23 | 0 | -12
Cc1ccc(S(=O)(=O)N2CCC(C(=O)Nc3nnc(-c4ccc(F)cc4)s3)CC2)cc1 | 0% | 11% | 3 | -8 | 9.4% | -3% | 2 | 1 | 4
O=C(NNC1=Nc2cc([N+](=O)[O-])ccc2OC1)c1ccccc1Cl | 1% | 2% | -3 | -2 | 1.0% | -1% | 2 | 2 | -14
COc1nc(NCCO)nc(Nc2ccccc2F)n1 | -5% | 2% | -3 | -5 | 6.0% | 1% | 1 | 0 | 7
Cc1cc2nc(-c3cccnc3SCC(=O)NC3CC3)[nH]c2cc1C | · | · | -4 | · | 3.9% | · | -2 | 2 | -4
COc1ccc(/C=N/NC(=O)c2cccs2)c2ccccc12 | -28% | -6% | · | -1 | · | 2% | · | · | ·
Cc1c(/C(O)=C2\C(=O)C(=O)N(CCCN(C)C)C2c2ccncc2)cnn1-c1ccccc1 (centres undefined) | · | · | 3 | · | 0.6% | · | -14 | 2 | 4
CCC(=O)N1CCc2cc(CNC(=O)Nc3ccccc3Cl)ccc21 | -1% | -11% | 0 | -2 | -0.5% | 2% | 9 | -1 | -1
CC1(c2cccc(Br)c2)NC(=O)N(CC(=O)c2ccc3c(c2)OCO3)C1=O (centres undefined) | -1% | -3% | · | -2 | · | -2% | · | · | ·
CC1CCN(C(=O)CC(NC(=O)c2ccccc2Cl)c2ccccc2)CC1 (centres undefined) | -4% | -2% | 19 | -7 | 0.1% | -3% | -20 | 0 | -2
CCN(C(=O)c1c(C)cc(=O)oc1C)c1ccc2c(c1)OCO2 | 0% | 1% | -1 | -6 | -0.2% | -3% | 9 | 0 | 4
COc1ccc(N2CCN(C(C)C(=O)N3CCCC3)CC2)cc1 (centres undefined) | 1% | -20% | -2 | -38* | -2.9% | -4% | 0 | 0 | ·
C[C@H](CO)N1C[C@H](C)[C@@H](CN(C)CC2CCCCC2)Oc2c(NS(=O)(=O)c3ccc(F)cc3)cccc2C1=O | -4% | -10% | · | -2 | · | 19% | · | · | ·
O=c1[nH]ncc2c3ccccc3n(Cc3ccc(F)cc3)c12 | -6% | 1% | 1 | -8 | 0.6% | 1% | -1 | 2 | -1
O=C(Nc1ccc(Nc2ccccc2)cc1)c1ccccc1F | -1% | 10% | -1 | 3 | -0.7% | 6% | -27 | 11 | 3
COC(=O)C1CCN(S(=O)(=O)c2ccc(N3CCCCS3(=O)=O)cc2)CC1 | 6% | 3% | 1 | -13 | -1.8% | -5% | 4 | 8 | -3
Cc1ccc(N=Cc2c(O)n(C)c(=O)n(C)c2=O)nc1 | 3% | 0% | -4 | 1 | 0.5% | -1% | 4 | 0 | 1
CC(=O)Nc1sc2c(c1C(N)=O)CCN(Cc1ccccc1)C2 | -3% | 13% | -5 | 5 | 2.1% | -4% | -10 | 15 | -17
Cc1ccc(NC(=O)CSc2nnc(-c3ccco3)n2N)cc1F | 5% | ? | 8 | -6 | 0.5% | -4% | 2 | 1 | -11
Cc1cccnc1NC1(C(F)(F)F)N=C(c2ccccc2)NC1=O (centres undefined) | -1% | -7% | 1 | -1 | -0.6% | -6% | -4 | 3 | 4
Cc1cc(C)nc(-n2nc(C)cc2NC(=O)c2cc3ccccc3oc2=O)n1 | -3% | 0% | · | -6 | · | 0% | · | · | ·

Shown with values under each structure: nine of the compounds above.
Below each compound: Vif-APOBEC3G blk	Vif-A3F inh	D1 PAM	LDHA block	RXFP1 ag	GRP78 ERSR act	D1 antag	D1 agonist	D2 potentiator
> C[C@H](CO)N1C[C@H](C)[C@@H](CN(C)CC2CCCCC2)Oc2c(NS(=O)(=O)c3ccc(F)cc3)cccc2C1=O
→ -4%	-10%	·	-2	·	19%	·	·	·
> O=c1[nH]ncc2c3ccccc3n(Cc3ccc(F)cc3)c12
→ -6%	1%	1	-8	0.6%	1%	-1	2	-1
> O=C(Nc1ccc(Nc2ccccc2)cc1)c1ccccc1F
→ -1%	10%	-1	3	-0.7%	6%	-27	11	3
> COC(=O)C1CCN(S(=O)(=O)c2ccc(N3CCCCS3(=O)=O)cc2)CC1
→ 6%	3%	1	-13	-1.8%	-5%	4	8	-3
> Cc1ccc(N=Cc2c(O)n(C)c(=O)n(C)c2=O)nc1
→ 3%	0%	-4	1	0.5%	-1%	4	0	1
> CC(=O)Nc1sc2c(c1C(N)=O)CCN(Cc1ccccc1)C2
→ -3%	13%	-5	5	2.1%	-4%	-10	15	-17
> Cc1ccc(NC(=O)CSc2nnc(-c3ccco3)n2N)cc1F
→ 5%	?	8	-6	0.5%	-4%	2	1	-11
> Cc1cccnc1NC1(C(F)(F)F)N=C(c2ccccc2)NC1=O (centres undefined)
→ -1%	-7%	1	-1	-0.6%	-6%	-4	3	4
> Cc1cc(C)nc(-n2nc(C)cc2NC(=O)c2cc3ccccc3oc2=O)n1
→ -3%	0%	·	-6	·	0%	·	·	·

The list is partial; the hit share may differ from the screen's.
